Nrf2 ARE act: activators of Nrf2 (ARE) signaling; AREc32 ARE-luciferase reporter (MCF7-derived line), luminescence, 24 h; Potency, µM (doses to about 46.1 µM), without a hit: at the top dose activation, usual class: activators; 410,000 compounds, 0.31% hits; further: potency means the concentration at half of the fitted maximal effect; % of control where 0% means no effect; nearly all actives have a fitted effect of over 65% in size
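Luciferase luminescence (Steady-Glo, 30 min at room temperature) served as the read-out of ARE activation in AREc32 cells treated with compounds for 24 hr at 37 deg C.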
TGFb inhibitor: TGF-b pathway inhibition | HepG2 CAGA-GFP TGF-b/SMAD3 reporter, GFP fluorescence, 18 h; TGF-beta stimulated, 500 pg/mL final | Potency, µM (series often up to 46.1 µM), inactives show at the highest dose activity, negative = inhibition, hits mostly inhibitors | 410,000 compounds, 1.2% hits; further: potency means the concentration at half of the fitted maximal effect; on the % scale 0 is the no-effect control and ±100 the full control effect; nearly all actives have a fitted effect of over 65% in size
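HEPG2 CAGA-GFP cells (1000/well, DMEM with 1% FBS) were pre-incubated 2 h at 37 degrees C, given compound by pin tool, then stimulated with TGF-beta at 500 pg/mL final for 18 h before per-cell GFP fluorescence imaging.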
Nrf2 inh: blocks Nrf2 signaling | A549 ARE-Fluc reporter, luciferase luminescence, 18-24 h | Potency, µM (series often up to 46 µM), inactives show at the top dose activity change, negative = inhibition, actives largely listed as inhibitors | 360,000 compounds, 2.1% hits; further: potency means the concentration at half of the fitted maximal effect; on the % scale 0 is the no-effect control and ±100 the full control effect; nearly all actives have a fitted effect of over 60% in size
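Concentration-response testing used A549 ARE_Fluc cells at 5000 cells/well. Following an 18-24 h compound incubation, viability was read by fluorescence (Ex 405/Em 525) and luciferase output by luminescence.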
CCT modulator: changes cytosolic chaperonin activity | purified chaperonin ATPase assay, HTRF ADP detection, 30 min | activity change, % (test concentration not listed), hits read low | 360,000 compounds, 0.3% hits; in the data active means activity change below about -30%; further: on the % scale 0 is the no-effect control and ±100 the full control effect
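TRiC (40 or 20 nM final, by batch activity) in 30 mM Tris pH 7.4, 100 mM KCl, 5 mM MgCl2, 1 mM DTT was treated with compound at 76 uM single dose, then 10 uM ATP, 30 min at 37 °C. ADP was read by HTRF Transcreener.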
Mm-Cpn inhibitor: M. maripaludis TRiC chaperonin inhibition | purified Mm-Cpn ATPase, ADP Transcreener TR-FRET | Potency, µM (series often up to 76.9 µM), inactives show at the top dose activity, negative = inhibition, hits mostly inhibitors | 330,000 compounds, 0.031% hits | AID 504842; further: potency means the concentration at half of the fitted maximal effect; on the % scale 0 is the no-effect control and ±100 the full control effect; nearly all actives have a fitted effect of over 80% in size
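Compound-treated chaperonin, 25 nM final, turns over 10 uM ATP at 37°C for 30 min following a 10 min preincubation; ADP generated competes with ADP-d2 for Eu-cryptate antibody, lowering FRET.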
EPAC2 antag: EPAC2 (human) antagonism | Q8WZA2 | EPAC2 GEF exchange of Rap1B-BODIPY-GDP, fluorescence | Potency, µM (titrated, usually from 114 µM), for inactives: at the top dose activity, negative = inhibition, usual class: inhibitors | 360,000 compounds, 0.18% hits; further: potency means the concentration at half of the fitted maximal effect; on the % scale 0 is the no-effect control and ±100 the full control effect; nearly all actives have a fitted effect of over 45% in size; many of its hits are not listed in these tables
Target sequence (Q8WZA2 whole entry, looked up): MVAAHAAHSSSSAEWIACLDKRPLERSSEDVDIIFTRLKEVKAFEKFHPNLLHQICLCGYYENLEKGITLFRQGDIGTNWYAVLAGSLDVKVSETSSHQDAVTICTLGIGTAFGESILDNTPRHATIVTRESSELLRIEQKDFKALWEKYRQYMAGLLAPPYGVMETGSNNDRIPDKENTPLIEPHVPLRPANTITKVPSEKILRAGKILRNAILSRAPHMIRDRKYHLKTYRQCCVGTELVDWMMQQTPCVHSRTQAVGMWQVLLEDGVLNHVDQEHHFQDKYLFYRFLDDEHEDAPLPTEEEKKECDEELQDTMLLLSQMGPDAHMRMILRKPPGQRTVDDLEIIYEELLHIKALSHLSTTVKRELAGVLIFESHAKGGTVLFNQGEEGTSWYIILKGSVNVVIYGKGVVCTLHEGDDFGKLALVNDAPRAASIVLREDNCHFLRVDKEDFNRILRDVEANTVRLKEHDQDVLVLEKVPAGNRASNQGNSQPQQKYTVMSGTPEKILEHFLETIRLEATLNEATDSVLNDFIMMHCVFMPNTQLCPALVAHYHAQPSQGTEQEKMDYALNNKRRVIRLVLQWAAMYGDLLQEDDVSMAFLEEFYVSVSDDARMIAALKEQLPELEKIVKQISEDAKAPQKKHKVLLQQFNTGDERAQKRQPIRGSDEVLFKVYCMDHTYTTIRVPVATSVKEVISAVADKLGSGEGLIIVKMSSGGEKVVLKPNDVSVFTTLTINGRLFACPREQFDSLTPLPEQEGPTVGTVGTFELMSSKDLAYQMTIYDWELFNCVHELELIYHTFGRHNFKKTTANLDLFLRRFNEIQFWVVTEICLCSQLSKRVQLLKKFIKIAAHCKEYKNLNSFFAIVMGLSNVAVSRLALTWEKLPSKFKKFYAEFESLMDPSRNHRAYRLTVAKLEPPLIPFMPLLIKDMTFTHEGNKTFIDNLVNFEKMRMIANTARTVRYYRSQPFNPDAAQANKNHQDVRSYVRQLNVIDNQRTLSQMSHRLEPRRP
pAkt inh: blocks phosphorylation of Akt; Neuro2A IGF-stimulated pAkt S473 HTRF, 20 min; active compounds read low; activity change, % for hits at 50 µM; 360,000 compounds, 0.32% hits; in the data active means activity change below about -80%; inconclusive means mostly about -51% to -80%; further: on the % scale 0 is the no-effect control and ±100 the full control effect
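Single-point screen (50 µM final compound) in Neuro2A cells stimulated 20 min with 6 nM IGF at 37 deg C. After lysis, Ser473-phosphorylated Akt read by HTRF (ex 330 nm, em 615/665 nm) as the 665/615 ratio.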
A549 tox: A549 cytotoxicity, counter-screen for Nrf2 inhibitors. Potency, µM (doses to about 46 µM), without a hit: top-dose activity change, negative = cytotoxicity, most hits filed as inhibitors. A549 ARE-Fluc cells, CellTiter-Fluor viability, 18-24 h. 390,000 compounds, 0.16% hits; further: potency means the concentration at half of the fitted maximal effect; on the % scale 0 is the no-effect control and ±100 the full control effect
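Cytotoxicity counterscreen: CellTiter-Fluor fluorescence was measured in A549 ARE_Fluc cells after 18-24 h of compound exposure in a concentration series. The subsequent BugLite luminescent read reports ARE-luciferase activity.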
EPAC2 ag: activates human EPAC2 exchange factor; Q8WZA2; EPAC2 activation, biochemical qHTS; response scale: 100% = 6.5 mM cAMP response; Potency, µM (top dose mostly 154 µM), for the others: at the highest dose activation, most hits filed as activators; 360,000 compounds, 0.079% hits; AID 720711; further: potency means the concentration at half of the fitted maximal effect; nearly all actives have a fitted effect of over 50% in size
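Fluorescence exchange assay: 100 nM EPAC2 with 250 nM RAP1B-BODIPY-GDP and 50 uM GDP; compounds tested as a concentration-titration series (qHTS). Loss of Rap1-bound BODIPY-GDP fluorescence read at 480/540 nm; data normalized to 6.5 mM cAMP.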
The depositor's hits bear a star; i = inactive; ? = inconclusive; nt = not tested or not shown; [ ] = remark or other dose. Unless noted, the call rests on the fitted dose curve; in most records, active means well fitted curve in the direction sought with a large enough effect; inconclusive means small, poorly fitted or top-dose-only effect, or another doubt; inactive means no such curve, though single readings can be large; an effect the other way counts as inactive or inconclusive. A portion of the library (hit frequency here may not be typical).

The first 2 compounds (preview)
1. Cc1nnc(NC(=O)CSc2nc3c(c(=O)n2C)SC(C)C3)s1 (centres undefined)
2. O=C(CCc1ccccc1)Nc1nnc(-c2cccs2)o1
Screen / compound no.,1,2
EPAC2 ag,11%,4%
TGFb inhibitor,1%,20%
Mm-Cpn inhibitor,-2%,1%
CCT modulator,-0.7,-2.4
Nrf2 inh,?,6%
pAkt inh,i,i
EPAC2 antag,16%,-2%
A549 tox,-3%,4%
Nrf2 ARE act,-0.7%,-0.5%

The listing, from the start:
1. Cc1nnc(NC(=O)CSc2nc3c(c(=O)n2C)SC(C)C3)s1 (centres undefined)
2. O=C(CCc1ccccc1)Nc1nnc(-c2cccs2)o1
3. CC(C)c1ccccc1NC(=O)COC(=O)CNC(=O)c1ccc(Br)cc1
4. COc1cccc(/C=N/NC(=O)c2cccc([N+](=O)[O-])c2)c1OS(=O)(=O)c1ccccc1
5. COc1ccc(/C=C/C(=O)NCCCN2CCCCCC2)cc1
6. Oc1ccccc1-c1ccn[nH]1
Screen / compound no.,1,2,3,4,5,6
EPAC2 ag,11%,4%,1%,5%,2%,-1%
TGFb inhibitor,1%,20%,-5%,0%,8%,0%
Mm-Cpn inhibitor,-2%,1%,-2%,-2%,-1%,0%
CCT modulator,-0.7,-2.4,2.5,0.9,-1.6,-2.8
Nrf2 inh,?,6%,14%,?,21%,-1%
pAkt inh,i,i,i,i,i,i
EPAC2 antag,16%,-2%,12%,5%,0%,-6%
A549 tox,-3%,4%,1%,1%,0%,-7%
Nrf2 ARE act,-0.7%,-0.5%,-0.6%,3.2%,0.3%,-1.1%

7. CCc1ccc(NC(=O)CSc2nnc(-c3ccccn3)n2C)cc1
8. O=c1[nH]c(=S)n(-c2cccc(C(F)(F)F)c2)c(O)c1C=NCCN1CCNCC1
9. CS(=O)(=O)N(CC(=O)NCc1ccccc1Cl)C1CCCCC1
10. COc1cc(COCC(O)CN2CCN(Cc3ccccc3)CC2)cc(OC)c1OC (centres undefined)
11. O=C(O)CCSCC(=O)c1ccc2c(c1)OCCO2
12. Cc1c(OCC(=O)N[C@@H](Cc2ccccc2)C(=O)O)ccc2c1oc(=O)c1ccccc12
Screen / compound no.,7,8,9,10,11,12
EPAC2 ag,-13%,-9%,7%,1%,5%,5%
TGFb inhibitor,-26%,5%,-3%,15%,-14%,11%
Mm-Cpn inhibitor,-2%,0%,-3%,2%,0%,-7%
CCT modulator,-0.9,-2.3,-3.0,-2.4,-0.4,0.4
Nrf2 inh,?,16%,-12%,-5%,?,0%
pAkt inh,i,i,i,i,i,i
EPAC2 antag,-3%,-1%,13%,0%,-14%,-6%
A549 tox,-5%,-22%,1%,-1%,0%,1%
Nrf2 ARE act,0.0%,2.8%,-0.7%,0.0%,-1.9%,7.9%

13. COc1c(CC=C(C)C)cc(C2CC(=O)c3c(O)cc(O)cc3O2)c(CC=C(C)C)c1O (centres undefined)
14. Cc1ccc(NC(=O)CSc2nnc(Cc3cccn3C)n2-c2ccc(F)cc2)c(C)c1
15. O=C(O)CCCN1C(=O)C2C3CC(C2C1=O)C1C(c2ccccc2)c2sc(=O)[nH]c2SC31 (centres undefined)
16. Cc1ccc(C)c(OCC(=O)NCC2COc3ccccc3O2)c1 (centres undefined)
17. Cc1ccc(N=CC=C2OC(C)(C)C(C)(C)O2)c(C)c1
18. COc1ccc(Cl)cc1N(CC(=O)NCC(C)C)S(=O)(=O)c1ccc(C)c([N+](=O)[O-])c1
Screen / compound no.,13,14,15,16,17,18
EPAC2 ag,7%,-10%,3%,14%,1%,-6%
TGFb inhibitor,?,0%,-14%,-24%,-1%,32%[activator]
Mm-Cpn inhibitor,nt,-1%,0%,2%,2%,0%
CCT modulator,-1.6,-7.2,-1.1,0.0,-4.9,1.2
Nrf2 inh,10%,-2%,?,?,8%,1%
pAkt inh,i,i,i,i,i,i
EPAC2 antag,-10%,-3%,3%,?,0%,3%
A549 tox,4%,-8%,-7%,5%,-7%,-9%
Nrf2 ARE act,4.7%,0.2%,-0.4%,0.0%,4.8%,0.3%

19. C/C(=N/NC(=O)CN1CCN(S(=O)(=O)c2ccc(Br)cc2)CC1)c1ccncc1
20. CCOC(=O)N1CCC(NC(=O)CS(=O)(=O)Cc2nc(-c3ccc(C)cc3)oc2C)CC1
21. CC1(C(=O)NS(=O)(=O)c2ccc(Cl)cc2)CCN1C(=O)C/C=C/c1ccccc1 (centres undefined)
22. COc1cccc(C2/C(=C(\O)c3ccc(OC)c(OC)c3)C(=O)C(=O)N2c2cc(C)on2)c1 (centres undefined)
23. Cc1nc(C)n(CC(=O)N2CCCC(C(=O)c3ccc(C(F)(F)F)cc3)C2)n1 (centres undefined)
24. Cc1ccnc2nc(C(=O)NCc3cccs3)nn12
Screen / compound no.,19,20,21,22,23,24
EPAC2 ag,15%,0%,-5%,-2%,5%,5%
TGFb inhibitor,-1%,-4%,-11%,0%,-16%,-15%
Mm-Cpn inhibitor,0%,0%,nt,-17%,1%,nt
CCT modulator,-0.6,-0.6,-0.9,-0.4,-1.8,-0.1
Nrf2 inh,0%,?,nt,8%,-9%,nt
pAkt inh,i,i,i,i,i,i
EPAC2 antag,-3%,8%,-7%,6%,-4%,8%
A549 tox,6%,2%,nt,-10%,-2%,0%
Nrf2 ARE act,-0.3%,-0.6%,2.8%,1.7%,-0.5%,5.5%

25. CSc1nsc(SCC(=O)Nc2ccc3c(c2)OCCO3)n1
26. C=CCNc1nc(NCCO)nc(N2CCCC2)n1
27. Cn1c2c(c(=O)n(C)c1=O)C(c1cccc([N+](=O)[O-])c1)Nc1ccccc1O2 (centres undefined)
28. COc1cc(/C=C/C(=O)OCC(=O)N2CC(C)OC(C)C2)ccc1OCC#N (centres undefined)
29. COC(=O)c1[nH]c2ccc(F)cc2c1NS(=O)(=O)c1ccc(OC)cc1
30. Cc1ccc(/C=C(\NC(=O)c2ccccc2)C(=O)OCc2ccccc2)cc1
Screen / compound no.,25,26,27,28,29,30
EPAC2 ag,11%,6%,7%,9%,8%,14%
TGFb inhibitor,8%,-17%,2%,-10%,?,9%
Mm-Cpn inhibitor,-2%,3%,0%,nt,0%,1%
CCT modulator,0.1,-1.0,-2.2,-0.7,-0.1,2.0
Nrf2 inh,?,0%,nt,nt,6%,2%
pAkt inh,i,i,i,i,i,i
EPAC2 antag,-1%,-1%,8%,1%,-2%,-21%
A549 tox,-2%,-7%,2%,nt,-13%,-3%
Nrf2 ARE act,16%,0.3%,-0.7%,-0.8%,3.4%,2.5%

31. O=C(Cc1ccccc1)Nc1nccs1
32. O=C(Cn1cc([N+](=O)[O-])ccc1=O)NC1CCCCC1
33. Cc1ccc2c(c1)c1nnc(SCC(=O)Nc3ccccc3C(F)(F)F)nc1n2CC(=O)O
34. N#Cc1c(N2CCOCC2)nc(N2CCCCC2)c2c1CCN(C1CCCCC1)C2
35. CCC(=O)NCCN1CCN(C(=O)CC)CC1
36. C/C(=N\NC(N)=O)c1ccccc1
Screen / compound no.,31,32,33,34,35,36
EPAC2 ag,2%,10%,-5%,30%,0%,10%
TGFb inhibitor,10%,-1%,8%,-2%,2%,3%
Mm-Cpn inhibitor,3%,0%,1%,-1%,0%,-2%
CCT modulator,-2.3,-1.4,2.0,-2.1,0.5,-1.9
Nrf2 inh,?,7%,4%,nt,7%,3%
pAkt inh,i,i,i,i,i,i
EPAC2 antag,5%,-3%,-1%,-1%,9%,9%
A549 tox,-4%,-6%,-11%,2%,-5%,7%
Nrf2 ARE act,0.3%,0.0%,-0.4%,-0.7%,-0.7%,-0.2%

37. CN(C)CCN=Cc1c(O)n(Cc2ccc3c(c2)OCO3)c(=O)c2ccccc12
38. Cc1c(Cl)cccc1NC(=S)Nc1ccccn1
39. O=S(=O)(Nc1ccc(N2CCOCC2)cc1)c1ccccc1
40. COc1ccc(Nc2c(-c3ccc(N4CCOCC4)cc3)nc3ncccn23)cc1OC
41. O=C(OCC(=O)N1c2ccccc2Sc2ccccc21)c1cccnc1
42. Cc1ccc(Cn2c(CCCNC(=O)C3CCCCC3)nc3ccccc32)cc1
Screen / compound no.,37,38,39,40,41,42
EPAC2 ag,5%,-2%,-1%,nt,12%,nt
TGFb inhibitor,22%,?,1%,?,-3%,?
Mm-Cpn inhibitor,-23%,0%,1%,nt,-3%,nt
CCT modulator,-5.8,-0.2,-1.7,nt,-0.8,nt
Nrf2 inh,-11%,-9%,-34%,-3%,5%,?
pAkt inh,i,i,i,nt,i,nt
EPAC2 antag,0%,19%,-2%,nt,?,nt
A549 tox,-1%,-9%,-1%,-7%,6%,?
Nrf2 ARE act,-0.4%,12%,-0.1%,0.0%,-0.6%,6.1%

Reprinted from the part before: 2 compounds; new compounds follow.
41. O=C(OCC(=O)N1c2ccccc2Sc2ccccc21)c1cccnc1
42. Cc1ccc(Cn2c(CCCNC(=O)C3CCCCC3)nc3ccccc32)cc1
43. O=C(NC1CCCc2ccccc21)c1ccccc1 (centres undefined)
44. CCCCCC(=O)Oc1cccc(N2C(=O)C3CCCCC3C2=O)c1 (centres undefined)
45. CN1CC(=O)N2C(c3cccc([N+](=O)[O-])c3)c3[nH]c4ccccc4c3C[C@H]2C1=O (some centres undefined)
46. CCOP(=O)(c1ccc(N(C)C)cc1)C(O)c1cccnc1 (centres undefined)
Screen / compound no.,41,42,43,44,45,46
EPAC2 ag,12%,nt,-2%,3%,-4%,12%
TGFb inhibitor,-3%,?,-5%,13%,-10%,17%
Mm-Cpn inhibitor,-3%,nt,0%,-1%,0%,?
CCT modulator,-0.8,nt,-2.7,-3.4,-0.9,-4.8
Nrf2 inh,5%,?,?,4%,-10%,-14%
pAkt inh,i,nt,i,i,i,i
EPAC2 antag,?,nt,-3%,-3%,7%,-10%
A549 tox,6%,?,22%,12%,0%,5%
Nrf2 ARE act,-0.6%,6.1%,1.3%,-0.9%,2.7%,0.2%
